Rab9 prom act: activates the Rab9 promoter; 320,000 compounds, 2.8% hits; Huh7 Rab9 promoter-luciferase reporter, luminescence, 24 h; Potency, µM (highest dose often 9.22 µM), for inactives: at the top dose activation, negative = inhibition, actives largely listed as activators; AID 485297; further: potency means the concentration at half of the fitted maximal effect; % of control where 0% means no effect; nearly all actives have a fitted effect of over 60% in size
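Huh7 cells stably carrying a Rab9 promoter-luciferase reporter, 1500 cells per well in OP-MEM I with 10% FBS, treated with compound 24 hours at 37C. Luciferase activity read by luminescence after 10 minutes with Amplite reagent.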
Gal4-VP16 FLuc: counter-screen for ROR gamma inhibitors: Gal4-VP16 reporter | AID 2546 | 310,000 compounds, 3.5% hits | Drosophila S2 Gal4-VP16 UAS-luciferase, luminescence, 20 h | Potency, µM (doses to about 53.6 µM), for the others: top-dose activity, negative = inhibition, actives largely listed as inhibitors;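 further: Gal4-VP16 expression switched on by copper sulfate through the metallothionein promoter; potency means the concentration at half of the fitted maximal effect; on the % scale 0 is the no-effect control and ±100 the full control effect; nearly all actives have a fitted effect of over 50% in size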
FLuc counter: inhibits or activates purified firefly luciferase, miR-21 counter-screen | P08659 | purified FLuc, Km substrates, luminescence inhibition | Potency, µM (highest dose often 57.5 µM), for the others: at the highest dose activity change, negative = inhibition, hits mostly inhibitors | 360,000 compounds, 6.9% hits;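 further: potency means the concentration at half of the fitted maximal effect; plate controls were vehicle for no effect and reference inhibitor for full effect; nearly all actives have a fitted effect of over 55% in size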
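Purified P. pyralis luciferase, 10 nM final, with Km-level 10 uM D-luciferin and 10 uM ATP in 50 mM Tris acetate pH 7.5, 10 mM Mg acetate, 0.01% Tween-20, 0.05% BSA; 6-point qHTS titration about 60 µM downward; luminescence read.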
KCNH2 3.1 block: KCNH2 3.1 (human) potassium channel inhibition; U2OS KCNH2 3.1, thallium flux FluxOr; stronger effect = lower value; 340,000 compounds, 0.95% hits; activity change, % (tested at about 1.8 µM); AID 720553;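 active means maximum activity change below -70%; inconclusive means maximum activity change from -70% to -50%; inactive means maximum activity change above -50%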;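 further: thallium influx rate constant from kinetic fluorescence after stimulation buffer; on the % scale 0 is the no-effect control and ±100 the full control effect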
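We transduce U2OS cells with the mutant 3.1 virus, culture them overnight, load FluxOr with Red40 quencher for 45 min, then add stimulation buffer and read kinetically for 2 min to derive a normalized rate constant.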
ELG1 repair inh: ELG1-dependent DNA repair inhibition; HEK293T ELG1-luciferase reporter, luminescence, 16 h; DNA damage induced by 5-fluorouridine; Potency, µM (series often up to 46.1 µM), for the others: top-dose activity change, negative = inhibition, most hits filed as inhibitors; 330,000 compounds, 2.3% hits; AID 504467; further: potency means the concentration at half of the fitted maximal effect; on the % scale 0 is the no-effect control and ±100 the full control effect; nearly all actives have a fitted effect of over 55% in size
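Overnight (16 hr) co-exposure of 2,000 cells/well to 5-fluorouridine and compound at 37 °C preceded detection. Luciferase was quantified via ONE-Glo luminescence; loss of signal denotes inhibition.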
RORg inh: blocks mouse ROR gamma transcriptional activity. P51450. Drosophila S2 Gal4-RORgamma UAS-luciferase reporter, 20 h. Potency, µM (top dose mostly 53.6 µM), inactives show at the top dose activity change, negative = inhibition, usual class: inhibitors. 310,000 compounds, 5.4% hits. AID 2551; further: potency means the concentration at half of the fitted maximal effect; on the % scale 0 is the no-effect control and ±100 the full control effect; nearly all actives have a fitted effect of over 60% in size
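In this cell-based reporter format, copper sulfate (700 uM final) drives Gal4–ROR gamma fusion expression from a metallothionein promoter in Drosophila Schneider cells; compounds preincubated 1 hr, reporter read after 20 hr at ambient temperature.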
PKM2 act: PKM2 (human) enzyme activation; 260,000 compounds, 0.34% hits; purified PKM2, Kinase-Glo ATP luminescence, activation; response scale: 0% is enzyme alone, no compound; P14618; Potency, µM (highest dose often 57.5 µM), without a hit: top-dose activation, most hits filed as activators; further: potency means the concentration at half of the fitted maximal effect; on the % scale 0 is the no-effect control and ±100 the full control effect; nearly all actives have a fitted effect of over 55% in size
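Purified hPK-M2 (>95% pure) converted ADP (0.1 mM final) to ATP with 0.5 mM PEP in 50 mM imidazole pH7.2, KCl, MgCl2, Tween 20, BSA; 1 h at room temperature. ATP detected by Kinase-Glo luminescence.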
MBNL1-CUG inh: MBNL1-poly(CUG) RNA binding inhibition | Q9NR56 | 280,000 compounds, 0.036% hits | Potency, µM (top dose mostly 57.5 µM), for inactives: at the highest dose activity change, negative = inhibition, actives largely listed as inhibitors | TR-FRET MBNL1-His/biotin-(CUG)12 binding, 665/545 ratio; active means well fitted inhibition curve with a large enough effect in the signal ratio, with a control signal flat, not every such curve was filed as active; inconclusive means small, poorly fitted or top-dose-only effect, or effect the other way, or a change in a side signal; inactive means no such curve, though single readings can be large or run the other way; the % refers to the signal ratio; further: potency means the concentration at half of the fitted maximal effect; on the % scale 0 is the no-effect control and ±100 the full control effect
Target sequence (Q9NR56 whole entry, looked up): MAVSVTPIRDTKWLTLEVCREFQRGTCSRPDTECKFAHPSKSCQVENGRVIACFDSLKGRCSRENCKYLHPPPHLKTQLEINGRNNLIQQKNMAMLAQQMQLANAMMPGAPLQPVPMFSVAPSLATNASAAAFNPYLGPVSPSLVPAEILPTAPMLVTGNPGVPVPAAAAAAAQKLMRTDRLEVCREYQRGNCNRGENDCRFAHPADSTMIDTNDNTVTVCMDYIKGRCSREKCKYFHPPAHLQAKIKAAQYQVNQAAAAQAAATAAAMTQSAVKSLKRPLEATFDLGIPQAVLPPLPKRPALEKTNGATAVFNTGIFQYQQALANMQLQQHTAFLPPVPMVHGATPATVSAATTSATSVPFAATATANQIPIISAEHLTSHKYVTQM
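Compounds (final 92 nM to 58 uM) are added to His-tagged MBNL1 and biotin-(CUG)12, then terbium anti-His antibody and streptavidin-XL665 (5 nM final). After 60 min at room temperature, the 665/545 nm ratio is read.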
Mito fusion act: inhibitors of mitochondrial division or activators of mitochondrial fusion; AID 485298; Potency, µM (highest dose often 46.1 µM), inactives show at the top dose growth rescue (activation), actives largely listed as activators; S. cerevisiae fusion-defective mutant growth rescue, CellTiterGlo 48 h; 320,000 compounds, 0.23% hits;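 further: potency means the concentration at half of the fitted maximal effect; % of control where 0% means no effect; nearly all actives have a fitted effect of over 45% in size; temperature-sensitive fusion mutants such as fzo1-1 at 37 °C on non-fermentable ethanol glycerol medium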
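Luminescent cell viability in 1536-well qHTS format served as the measure of rescued growth in ts fusion-mutant S. cerevisiae cultured on non-fermentable YPEG for 48 hours at 37C.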
Menin MLL FP TR: menin-MLL binding inhibition, Texas Red mutant peptide; O00255; Menin + Texas Red MLL mutant peptide, fluorescence polarization; Potency, µM (doses to about 61.6 µM), for the others: at the top dose FP activity change, negative = inhibition, most hits filed as inhibitors; 270,000 compounds, 0.23% hits; AID 1768; active means well fitted inhibition curve with a large enough effect in the polarisation, with a control signal flat, not every such curve was filed as active; inconclusive means small, poorly fitted or top-dose-only effect, or effect the other way, or a change in a side signal; inactive means no such curve, though single readings can be large or run the other way; the % refers to the polarisation; further: potency means the concentration at half of the fitted maximal effect; % of control where 0% means no effect; many of its hits are not listed in these tables
Target sequence (O00255 whole entry, looked up): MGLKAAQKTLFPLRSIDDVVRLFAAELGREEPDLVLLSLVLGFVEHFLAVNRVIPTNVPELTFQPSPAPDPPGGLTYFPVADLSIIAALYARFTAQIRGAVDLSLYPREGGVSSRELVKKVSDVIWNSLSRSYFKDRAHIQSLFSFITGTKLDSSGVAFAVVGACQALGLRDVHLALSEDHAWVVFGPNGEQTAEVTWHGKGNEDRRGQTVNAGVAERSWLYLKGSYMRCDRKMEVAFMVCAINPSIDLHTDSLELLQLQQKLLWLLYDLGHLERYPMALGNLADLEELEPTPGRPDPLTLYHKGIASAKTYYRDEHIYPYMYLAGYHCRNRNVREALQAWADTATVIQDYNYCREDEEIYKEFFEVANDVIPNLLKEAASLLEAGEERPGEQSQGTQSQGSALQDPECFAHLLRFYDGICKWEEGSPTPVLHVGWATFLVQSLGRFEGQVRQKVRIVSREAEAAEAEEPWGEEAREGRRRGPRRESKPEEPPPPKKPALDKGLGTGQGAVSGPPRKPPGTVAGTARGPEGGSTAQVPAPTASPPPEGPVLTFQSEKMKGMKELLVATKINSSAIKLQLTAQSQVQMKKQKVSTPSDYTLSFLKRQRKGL
NPC1 prom act: activates the NPC1 promoter | Huh7 NPC1 promoter luciferase reporter, 24 h | Potency, µM (titrated, usually from 9.22 µM), for inactives: at the highest dose activation, actives largely listed as activators | 320,000 compounds, 2.4% hits;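 further: potency means the concentration at half of the fitted maximal effect; % of control where 0% means no effect; nearly all actives have a fitted effect of over 60% in size; reporter is driven by a mutant NPC1 promoter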
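Huh7 reporter cells (NPC1 promoter driving luciferase) are dosed with compound for 24 h at 37 °C, 5% CO2; luciferase detection reagent is then added and luminescence measured after 10 min at ambient temperature.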
The depositor's hits bear a star; ? = inconclusive; . = not tested or not shown; & = joins results of further samples; [ ] = another dose, or the depositor's remark. Unless noted, the call rests on the fitted dose curve; in most records, active means well fitted curve in the direction sought with a large enough effect; inconclusive means small, poorly fitted or top-dose-only effect, or another doubt; inactive means no such curve, though single readings can be large; an effect the other way counts as inactive or inconclusive. A portion of the library, so the mix of outcomes need not match the whole.

SMILES	Rab9 prom act	Gal4-VP16 FLuc	FLuc counter	KCNH2 3.1 block	ELG1 repair inh	RORg inh	PKM2 act	MBNL1-CUG inh	Mito fusion act	Menin MLL FP TR	NPC1 prom act
CCN1C(=O)C(=Cc2ccc(N3CCOCC3)o2)C(=O)N(CC)C1=S	-5%	-4%	-8%	8	?	-2%	-11%	9%	0%	.	0%
COc1ccc(N=Cc2c(O)n(-c3ccc(C)cc3)c(=O)[nH]c2=O)cc1	-4%	0%	2%	4	0%	-2%	-23%	10%	0%	2%	1%
CCN(CC)CCCOC(=O)C(OC(C)C)(c1ccccc1)c1ccccc1	0%	-12%	0%	-10	-14%	?	1%	-3%	2%	?	-3%
O=C(Nc1ccc(Cl)cc1C(=O)c1ccccc1)c1ccccc1	1%	-6%	0%	-4	-25%	-8%	0%	2%	6%	19%	-4%
COc1ccccc1OCC#CCN1CCOCC1	4%	-11%	4%	22	-16%	19%	0%	-5%	2%	-22%	2%
Cc1nc2ccccc2c2c1C(=O)N(C(C)C)C2=O	0%	-5%	-1%	13	2%	-19%	0%	?	0%	-7%	-1%
O=C(c1ccc(F)cc1Cl)N1CCC2(CC1)OCCO2	-4%	3%	-5%	-5	1%	28%	0%	-1%	0%	-3%	3%
COc1cccc(N(C(C)=O)C2=NCCCS2)c1	-2%	-4%	1%	1	6%	-9%	0%	-9%	0%	-13%	-5%
O=C(CCS(=O)(=O)c1ccccc1)Nc1nnc(-c2ccco2)o1	-2%	?	3%	-3	11%	?	1%	1%	-1%	.	-3%
COc1ccc(N2C(=O)/C(=C/c3ccc(OC)c(OC)c3)C(=O)NC2=S)cc1	2%	?	?	3	-5%	-25%	2%	-2%	-1%	26%	-1%
O=C(O)CNC(=O)C(CS)Cc1ccccc1 (stereo not given)	-7%[46.1 µM]	.	-2%	-7	?	.	.	.	-43%&5%[inhibitor]	8%	0%[46.1 µM]
COC(=O)[C@]12OC[C@]34C([C@@H](O)[C@@H]1O)[C@]1(C)CC(=O)C(O)=C(C)[C@@H]1C[C@H]3OC(=O)[C@H](O)[C@@H]24 (stereo not given in full)	-34%[inhibitor]	0.22µM*	0%	4	?	0.56µM*	1%	-9%	-123%[inhibitor]	.	-33%[inhibitor]
COc1ccc(OCC(=O)N2CCN(Cc3nc4cc([N+](=O)[O-])ccc4n3C)CC2)cc1	0%	-10%	-3%	3	?	9%[10 µM]	5%	.	1%	-15%	-2%
O=C(Nc1ncc(Cc2ccccc2)s1)C1=NCCN1	12%	?	?	3	8%	2µM*	2%	8%	0%	1%	15%
O=S(=O)(c1ccc(Cl)cc1)N1CN2CCN(C2)C1	-1%	?	3%	0	14%	?	0%	-3%	16%	-28%	2%
COc1ccccc1Sc1ccccc1CC(C)N (stereo not given)	-11%	-5%	-1%	22	3%	-7%	-24%	.	8%	-8%	0%
CC(=NCc1ccco1)c1c(O)n(C)c(=O)n(C)c1=O	3%	8%	0%	18	0%	42%	-15%	-13%	-6%	-2%	1%
CC(=NCCc1ccccc1)c1c(O)[nH]c(=O)[nH]c1=O	-3%	-35%	-4%	-3	28%	-3%	28µM*	-8%	-5%	.	0%
CN(C)C(=O)Nc1cccc(OC(=O)N(C)C)c1	0%	.	6%	-8	2%	-1%[0.365 µM]	3%	2%	-6%	11%	0%
COc1ccc(-c2nc3ccccc3c(=O)n2-c2ccc(OC)cc2)cc1	-4%	7%	-8%	-24	-22%	4%	1%	6%	1%	-10%	0%
CC1CN=C(NCc2ccncc2)S1 (stereo not given)	0%	-1%	1%	20	0%	1%	1%	3%	-1%	-1%	7%
CCOC(=O)c1c(NC(=O)C(c2ccccc2)c2ccccc2)sc2c1C1CCN2CC1	-3%	?	7%	-5	?	-12%	2%	10%	5%	?	-4%
Cn1cccc1CNCCc1ccc(F)cc1	0%	3%	2%	12	-1%	?	-4%	-1%	-4%	-1%	-1%
COc1ccc(-n2c(O)c(C(C)=NC3CC3)c(=O)[nH]c2=O)cc1	0%	0%	2%	3	13%	7%	-11%	-2%	-4%	-11%	4%
COc1ccc(CN2C(=O)NC(=O)/C(=C\c3ccc(OC)c(OC)c3OC)C2=O)cc1	-2%	19%	?	-9	16%	1%	3%	-3%	?	22%	-4%
Cc1c(C=O)c2ccccc2n1Cc1ccccc1F	-15%	7%	0%	-27	-3%	-22%	9%	10%	20%	-4%	1%
O=c1[nH]c(O)c(C=Nc2ccccc2[N+](=O)[O-])c(=O)[nH]1	-1%	-2%	7%	.	2%	-14%	.	-1%	3%	1%	-2%
CN(C)c1ccc(/C=C/c2cc[n+](C)c3ccccc23)cc1	-30%[inhibitor][1.84 µM]	0%[10 µM]	?	2	4%	19%	-43%	?	5%	?	-38%[inhibitor]
CCCCCn1cc(C(=O)C(=O)N2CCOCC2)c2ccccc21	9%	7%	0%	10	0%	19%	-1%	2%	1%	.	0%
O=C1NC(=O)C2(Cc3ccccc3N3CCCC32)C(=O)N1c1ccccc1 (stereo not given)	1%	-5%	2%	7	6%	3%	-5%	11%	6%	2%	6%
COC(=O)Cn1cc(C(=O)c2ccccc2F)c2ccccc21	-3%	2%	-3%	-3	2%	16%	0%	-5%	1%	17%	-3%
O=C1C2CCCN2C(c2ccccc2)N1c1ccccn1 (stereo not given)	-8%	-3%	-2%	-11	4%	2%	-6%	0%	-2%	15%	-4%
O=S(=O)(Nc1ccc2[nH]ncc2c1)c1ccccc1Cl	-1%	1%	0%	10	-13%	21%	17%	0%	-6%	44%[activator]	-4%
Cc1ccc(N2C(=O)CC(=O)NC2=O)cc1Cl	-1%	.	1%	-6	-3%	.	1%	-1%	2%	30%	0%
O=C(Cc1ccc(Cl)cc1)NCCN1CCN(C(=O)Cc2ccc(Cl)cc2)CC1	-1%	3%	-1%	-4	-16%	22%	-1%	-5%	0%	4%	8%
C(=NC12CN3CN(CN(C3)C1)C2)c1cccnc1	0%	-8%	2%	4	5%	-19%	-8%	-9%	0%	-6%	10%
CC1(C)S[C@@H]2[C@H](NC(=O)COc3ccccc3)C(=O)N2C1C(=O)OCc1cc2ccccc2n1S(=O)(=O)c1ccccc1 (stereo not given in full)	-1%	1%	3%	.	13%	18%	2%	-5%	-3%	?	-4%
COc1ccc(CNCCc2ccc3c(c2)OCO3)cc1Br	-14%	-5%	-4%	-5	?	-8%	.	-11%	-5%	?	-1%
O=[N+]([O-])c1ccc(N2CCCCCC2)c2nonc12	0%	4%	-2%	?	1%	-2%[1.91 µM]	-2%	?	-5%	?	-6%
COc1ccc(CC(=O)N(CCN(C)C)CC2CCCN(Cc3ccccc3F)C2)cc1 (stereo not given)	3%	-14%	-8%	-7	1%	1%	-3%	1%	2%	-14%	4%
COCCOC(=O)c1c(N)n(Cc2ccccc2)c2nc3ccccc3nc12	1%	9%	1%	-1	18µM*	16%	-1%	?	-3%	0%	-1%
CCOC(=O)C(O)(c1ccc(NC(=S)NC(=O)c2ccc(Cl)cc2Cl)c(C)c1)C(F)(F)F (stereo not given)	-11%	?	-1%	-2	-3%	13µM*	4%	-10%	-7%	11%	-3%
CN1CCN(C(=O)COc2ccc(S(=O)(=O)NC3CCCCC3)cc2Cl)CC1	-5%	-15%	-1%	5	-2%	0%	6%	-2%	4%	.	2%
CN1CN(c2cccc([N+](=O)[O-])c2)CN=C1N[N+](=O)[O-]	-1%	0%	0%	-11	-3%	14%	-19%	?	-6%	1%	-3%
CC(C)(C)C(=O)OCC12CCC(O1)C1(C)C(=O)OCC21 (stereo not given)	-3%	0%	1%	-4	-3%	-6%	2%	?	5%	-17%	-1%
Cc1ccc(C(O)(c2ccc(C)c(C)c2)C2CN3CCC2CC3)cc1C (stereo not given)	-10%	-15%	1%	?	-20%	?	.	-3%	-28%	?	-1%
